Avidin bead fluor = green autofluorescence of compounds with avidin beads – biophysical, 488/530 nm, flow cytometry, artefact control, profiling panel; compound fluorescence 488/530 nm; stronger effect = higher value; 220,000 compounds, 0.38% hits; fluorescence (KMESF) at 10 µM; in the data active = fluorescence above about 47; also: inactives centre near 10
Pf gametocyte = late stage P. falciparum gametocyte viability inhibitors, primary screen, ATP luminescence, HTS. P. falciparum stage V gametocytes, 24 h. inhibition, % at 10.9 µM. 150,000 compounds, 0.065% hits;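 active = inhibition above the mean plus 3 SD of compounds within the control limits, set per campaign, cut at about 38% in these data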;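 also: 0% = DMSO wells and 100% = medium only without gametocytes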
Mcl1-Noxa inh = Mcl-1/Noxa binding inhibitors, primary screen, biochemical, TR-FRET, 1536-well. inhibition, % at 21.7 µM. AID 1022, 2008. TR-FRET Mcl-1/Noxa peptide binding, 2 h. Induced myeloid leukemia cell differentiation protein Mcl-1 (Homo sapiens), Q07820. 220,000 compounds, 1.5% hits;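 active = compounds that cut the protein-peptide binding signal by more than 50% relative to plate controls in a single-dose test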;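 also: His-tagged Mcl-1 with rhodamine Noxa BH3 peptide and terbium anti-His antibody; 0% = Mcl-1 plus Noxa peptide wells and 100% = peptide-only wells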
Target sequence (Q07820 whole entry, looked up): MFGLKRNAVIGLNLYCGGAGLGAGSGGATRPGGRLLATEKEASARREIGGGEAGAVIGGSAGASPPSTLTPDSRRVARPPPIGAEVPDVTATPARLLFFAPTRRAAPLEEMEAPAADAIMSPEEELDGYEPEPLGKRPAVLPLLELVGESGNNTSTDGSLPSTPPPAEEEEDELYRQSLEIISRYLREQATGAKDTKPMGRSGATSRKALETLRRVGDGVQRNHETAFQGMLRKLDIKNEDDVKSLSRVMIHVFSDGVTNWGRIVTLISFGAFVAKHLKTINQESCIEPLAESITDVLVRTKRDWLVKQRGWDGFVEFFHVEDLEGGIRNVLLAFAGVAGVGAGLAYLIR
Starred values were filed as active, the others as inactive; & = joins results of further samples.

The line under a structure holds: Avidin bead fluor | Pf gametocyte | Mcl1-Noxa inh
#1 COC(=O)c1sc(C(F)(F)F)c(-c2ccccc2)c1S(=O)(=O)NC(C)(C)C
    3 | 6 | 11
#2 CCCN1CCC(=O)N(CCSc2ccc(OC)cc2)CC1
    11 | -25 | -13
#3 Cc1ccc(CNC(=O)CCC(=O)Nc2nnc(C3CCCCC3)s2)cc1
    4 | 7 | -14
#4 Cc1ccc(Cl)c(OCC(=O)NN2CCN(C)CC2)c1
    8 | 11 | 1
#5 O=C1Nc2ccc(Br)cc2/C1=C/C(=O)c1ccc2c(c1)OCO2
    7 | -8 | 105*
#6 Cc1csc2c(NCCCN3CCOCC3)ncnc12
    6 | -10 | -7
#7 O=C(Oc1c(-c2ccccc2)c(=O)n2c3c(cccc13)CC2)c1cccc([N+](=O)[O-])c1
    6 | 23 | -7
#8 CCc1nc2oc3ccccc3c(=O)c2c(=O)n1-c1ccc(C)cc1
    8 | 16 | 54*
#9 O=c1cn[nH]c2ccccc12
    3 | -18 | 14
#10 CC(C)OC(=O)CSc1nnc(-c2ccccn2)n1N
    6 | 4 | 6
#11 CC(=O)Nc1ccc(NC(=O)C(C)OC(=O)c2ccc3c(c2)OCCO3)cc1 (centres undefined)
    6 | 8 | -18
#12 COc1cc(/C=N/NC(=O)c2cccs2)ccc1O
    3 | 15 | 21
#13 Cn1nc(C(=O)OCC(=O)Nc2ccc(S(N)(=O)=O)cc2)c2ccccc2c1=O
    6 | -17 | -9
#14 Cc1ccc(O)c(N=Nc2ccc(S(=O)(=O)N3CCCC3)cc2)c1
    7 | -5 | 24
#15 CCOC(=O)c1cnc(-c2ccc(C(F)(F)F)cn2)[nH]c1=O
    8 | 16 | -20
#16 COc1cc2c(cc1OC)-c1cc(Nc3ccccc3)nc(=O)n1CC2
    6 | -4 | -20
#17 CNC(=S)NC1(C)CCS(=O)(=O)C1 (centres undefined)
    5 | 29 | 15
#18 COC(=O)C(O)(NC(=O)c1ccncc1)C(F)(F)F (centres undefined)
    9 | 1 | -7
#19 COc1ccccc1N(CC(=O)NCC1CCCO1)C(=O)CNS(=O)(=O)c1ccc(Cl)cc1 (centres undefined)
    7 | 6 | 5
#20 CC1(OC(=O)CCc2ccccc2)C(=O)C=C2C=C(c3ccc(C#N)cc3)N(c3ccccc3)C=C2C1=O (centres undefined)
    6 | -1 | 14
#21 C=CCNC(=O)C1COc2ccccc2O1 (centres undefined)
    4 | -1 | -3
#22 Cc1cc(Cl)n2ncc(-c3ccccc3)c2n1
    7 | -22 | 7
#23 O=c1cc(-c2ccccc2)c2cc(Cl)c(O)c(CN3CCOCC3)c2o1
    4 | -5 | -3
#24 OC(c1ccccc1)C(CN1CCOCC1)c1ccccc1 (centres undefined)
    8 | 8 | 7
#25 CCN1CCN(Cc2ccc(NC(=O)c3ccc(C)c(NC(=O)N4CCNC4=O)c3)cc2C(F)(F)F)CC1
    8 | -16 | 17
#26 O=C(O)c1ccc(N2C(=O)CCCC2=O)cc1
    4 | 10 | 59*
#27 CN(C)c1ccc(/C=C/C#N)cc1
    7 | 27 | 10
#28 Cc1cccc(C(=O)Nc2sc(-c3ccccc3)cc2C(=O)O)c1
    8 | 13 | 33
#29 O=C(CN1CCOCC1)Nc1ccc2c(c1)OCCO2
    6 | 11 | 22
#30 O=[N+]([O-])c1ccc(OC(F)F)c(/C=N/n2cnnc2)c1
    6 | 8 | -22
#31 Cc1ccc(C(=O)Cn2nnc(-c3ccccc3)n2)cc1
    12 | -10 | -17
#32 COCCN1C(=O)C(=O)/C(=C(/O)c2ccc(S(=O)(=O)N3CCOCC3)cc2)C1c1cccc(Cl)c1 (centres undefined)
    5 | -17 | 40
#33 COc1ccc(CNN2CCCCC2C(=O)Nc2ccc(OC)c(OCC(C)C)c2)cc1OC (centres undefined)
    8 | -11 | 1
#34 N#C/C(C(=O)NCc1ccccc1)=C1/N=C(NC(=O)c2ccco2)c2ccccc21
    7 | -1 | -6
#35 O=C1N=c2ccccc2=C1c1sc(NS(=O)(=O)Cc2ccccc2)nc1O
    10 | 10 | 20
#36 O=C1/C(=C/C=C/c2ccccc2)Oc2c1ccc(O)c2CN1CCN(CCO)CC1
    7 | 3 | -23
#37 c1ccc(-c2nn[nH]n2)nc1
    5 | -6 | -4
#38 COc1cccc(NC(=O)CN(C)CC(=O)NC(C)c2ccccc2)c1 (centres undefined)
    8 | -10 | -8
#39 CC(C)n1c(=O)[nH][nH]c1=S
    5 | -4 | 37
#40 NS(=O)(=O)c1cc(C(=O)N=Nc2c(O)[nH]c3ccccc23)ccc1Cl
    3 | 12 | 51*
#41 CC(=O)NCCc1nc2ccccc2n1Cc1cccc(C)c1
    8 | 6 | -2
#42 O=C(Nc1ccc(S(=O)(=O)NC2=NCCCCC2)cc1)C1COc2ccccc2O1 (centres undefined)
    10 | 2 | 9
#43 CCOC(=O)CSc1n[nH]c(=S)s1
    5 | -5 | 1
#44 CCOC(=O)C(=O)N/N=C/c1ccc(F)cc1
    8 | 4 | 5
#45 CCOc1ccc(Cn2c(=O)sc3ccccc32)cc1OC
    8 | 19 | 6
#46 Cc1ccccc1NC(=O)Cc1nnc(N)s1
    7 | 11 | -12
#47 COc1cc(NC(=O)c2ccc(Cl)cc2Cl)ccc1NC(=O)c1cccs1
    9 | 0 | -2
#48 Cc1onc(-c2ccccc2Cl)c1C(=O)NC(=S)Nc1ccc(C(C)(C)C)cc1
    8 | 11 | 28
#49 CCOc1ncccc1C(=O)Nc1ccc(S(=O)(=O)Nc2nccs2)cc1
    6 | -5 | 17
#50 Cn1cnc(Sc2ncnc3nc[nH]c23)c1[N+](=O)[O-]
    8 | -11 | 4

Going on with the list:
The line under a structure holds: Avidin bead fluor | Pf gametocyte | Mcl1-Noxa inh
#51 Cc1nn(-c2ccccc2)nc1C(N)=O
    5 | -13 | -6
#52 NC(=S)N/N=C1\CCOc2ccc(F)cc21
    6 | 3 | -7
#53 O=C1NCC(O)=C1C=Nc1ccccc1O
    7 | -6 | -33
#54 O=C(O)Cn1cc(/C=N/NC(=O)c2cc3cc(Br)ccc3o2)c2ccccc21
    7 | -2 | 26
#55 CCCOc1ccc(CCC(=O)N/N=C/c2ccncc2)cc1
    8 | 6 | 13
#56 Cc1ccc(C(C[N+](=O)[O-])c2c(N)n(C)c(=O)n(C)c2=O)cc1 (centres undefined)
    8 | 23 | 1
#57 CN(CC(=O)NCc1ccco1)S(=O)(=O)c1ccc2c(c1)c(=O)n(C)c(=O)n2C
    8 | 4 | 17
#58 Oc1ccccc1C=NCCCCCCN=Cc1ccccc1O
    8 | -10 | 11
#59 O=c1c2ccccc2ncn1-c1ccc(Cl)cc1
    6&7 | 13&-9 | 19&3
#60 Cc1cc(C)n2ncc(/C(N)=N/OC(=O)Nc3ccc(Cl)cc3)c2n1
    4 | -6 | -15

In the list so far, these have two or more sulfur atoms:
The line under a structure holds: Avidin bead fluor | Pf gametocyte | Mcl1-Noxa inh
#1 COC(=O)c1sc(C(F)(F)F)c(-c2ccccc2)c1S(=O)(=O)NC(C)(C)C
    3 | 6 | 11
#17 CNC(=S)NC1(C)CCS(=O)(=O)C1 (centres undefined)
    5 | 29 | 15
#35 O=C1N=c2ccccc2=C1c1sc(NS(=O)(=O)Cc2ccccc2)nc1O
    10 | 10 | 20
#43 CCOC(=O)CSc1n[nH]c(=S)s1
    5 | -5 | 1
#49 CCOc1ncccc1C(=O)Nc1ccc(S(=O)(=O)Nc2nccs2)cc1
    6 | -5 | 17

Following part.
The line under a structure holds: Avidin bead fluor | Pf gametocyte | Mcl1-Noxa inh
#61 CC(C)(C)OC(=O)CNC(=O)c1[nH]cnc1C(=O)Nc1ccc(CNC(=O)OC(C)(C)C)cc1
    17 | -2 | -21
#62 CCN(CC)S(=O)(=O)c1cc(NC(=O)Cc2n[nH]c(=O)c3ccccc23)ccc1C
    5 | -20 | -2
#63 Cc1cc(C)c2c(N)c(C(=O)N/N=C/c3cccs3)sc2n1
    5 | 12 | 12
#64 Cc1ccc(Oc2nc3c(C)cccn3c(=O)c2/C=C(\C#N)C(N)=O)cc1
    8 | -17 | 2
#65 O=C(CCc1nnc(CCc2c[nH]c3ccccc23)o1)NC1CCC1
    4 | -20 | -2
#66 Oc1ccc(N=Nc2ccc3c(c2)OCCO3)c2ncccc12
    5 | -17 | -74
#67 CCN1C(=O)C(CC(=O)Nc2ccc(Cl)cc2)N(NC(=O)c2ccncc2)C1=S (centres undefined)
    3 | -9 | -3
#68 COc1cccc(NC(=O)N2CCN(c3nc(-c4cccc(OC)c4)cs3)CC2)c1
    7 | -20 | 22
#69 CCC1=C(OC(=O)N(CC)CC)N2C(=O)OC(=NCCOC)[C@]2(Cc2ccccc2)[C@H]2C1=CC[C@H]1C(=O)N(CC(=O)OC)C(=O)[C@H]12
    8 | 1 | 1
#70 C[C@@H]1NC(=O)/C(=C\c2ccccc2Cl)NC1=O
    9 | -21 | -10
#71 Cc1cc(C(=O)Nc2cc(C(C)(C)C)on2)c(C)o1
    3 | 23 | 4
#72 Cc1c(Nc2c3ccccc3nc3ccccc23)c(=O)n(-c2ccccc2)n1C
    7 | -13 | 22
#73 COc1ccccc1Nc1nc(NCCO)nc(N)c1[N+](=O)[O-]
    5 | 8 | -6
#74 COc1ccc(/C=C2\N=C(c3ccccc3Cl)NC2=O)cc1
    7 | 6 | 4
#75 CC(=O)NC(=S)Nc1cccc2ccc(C)nc12
    5 | -9 | 5
#76 COc1ccc(/C=N/NC(=O)CN2CCCCCCC2)c(C)c1C
    6 | -19 | 22
#77 O=C(N/N=C/c1ccc2nccnc2c1)c1ccncc1
    8 | 11 | 4
#78 Cn1cccc1/C=N/N1CCN(Cc2ccc(Cl)cc2)CC1
    4 | -15 | 31
#79 COC(=O)c1cc(S(=O)(=O)Nc2cccc(S(N)(=O)=O)c2)oc1C
    3 | 9 | -6
#80 Cc1cc2c(NC(=O)CCCC(=O)O)cccc2nn1
    8 | -7 | -4
#81 C/C(=N\O)C(C)(C)Nc1cccc(F)c1
    8 | -16 | -13
#82 Cc1ccc(NC(=O)C2CC(=O)N(Cc3ccco3)C2)cc1 (centres undefined)
    7 | 8 | 0
#83 CCOC(=O)C1=C(C)N(c2ccc(C)cc2)C(=O)/C1=C\c1ccc(O)c(OC)c1
    2 | -28 | 39
#84 Cc1onc(-c2c(Cl)cccc2Cl)c1C(=O)Nc1nc(C(C)(C)C)cs1
    8 | 12 | 4
#85 CC(C)(C)c1cc(NCc2ccccn2)n2ncc(-c3ccc(Cl)cc3)c2n1
    7 | -2 | -79
#86 COc1cccc(NC(=S)N(CCN(C)C)C(C)c2ccncc2)c1 (centres undefined)
    10 | -2 | 35
#87 O=C(COC(=O)CCc1nc2ccccc2c(=O)[nH]1)NC(c1ccccc1)c1ccccc1
    7 | 1 | 13
#88 COC(=O)C1=C(C)NC(C)=C(C(=O)OC)C1c1ccc(-c2cccc([N+](=O)[O-])c2)o1
    7 | 4 | 9
#89 CCN(CC)C(=O)Cn1c(=O)oc2ccccc21
    7 | -5 | 4
#90 O=C(c1ccccc1O)N1CCOCC1
    4 | -12 | 13
#91 Oc1[nH]c2ccc(Br)cc2c1N=NC(=S)NCC1CCCO1 (centres undefined)
    8 | -3 | -93
#92 CCCCC1=NN(C(=O)c2cccnc2)C(O)(C(F)(F)F)C1 (centres undefined)
    7 | -29 | 13
#93 COc1ccc(C2=NOC(COc3ccc4c(C)cc(=O)oc4c3)C2)c(OC)c1 (centres undefined)
    11 | 5 | 5
#94 Cc1cc(C)nc(N/N=C/c2cc(Br)ccc2O)n1
    6 | -57 | -61
#95 CCOC(=O)C(=CNc1cc(OC)ccc1-n1cccc1)C(=O)OCC
    6 | -2 | 2
#96 COc1ccc2c(=O)c3c(=O)n(CCc4ccccc4)c(C(C)C)nc3oc2c1
    7 | 3 | 10
#97 O=C(Nc1nc(-c2ccccc2)cs1)c1ccco1
    7 | -40 | 9
#98 Cn1cc(Br)c(-c2cccc(N3C(=O)CC(C)(C)CC3=O)c2)n1
    6 | 22 | 34
#99 COCCN1CCn2c(nc3cc(Nc4nnc(C)c5ccccc45)ccc32)C1
    37 | 8 | 49
#100 COc1cccc(N=Cc2nc(-c3ccccc3)oc2OC(C)=O)c1
    9 | 5 | 16
#101 CS(=O)(=O)N1CCN(c2nc3ccc(Cl)cc3s2)CC1
    8 | 5 | 7
#102 CCO[C@@H]1OC(C(N)=O)=C[C@H](c2coc3ccccc3c2=O)[C@H]1CCCO
    7 | 10 | -3
#103 O=C(N/N=C/c1ccc2c(c1)OCCO2)c1ccncc1
    7 | -7 | 5
#104 Cc1cc(NC(=O)c2ccccc2F)n(C(C)(C)C)n1
    4 | 9 | -29
#105 NC(=O)c1cnn(-c2cccc(Cl)c2)c1N
    9 | -8 | 25
#106 Nc1c(C(=O)c2cccs2)sc2nsc(SCCN3CCCCC3)c12
    9 | 9 | -17
#107 O=C(Cn1cncn1)c1ccccc1
    6 | 6 | -1
#108 O=c1oc2cccnc2n1CCS(=O)(=O)c1ccc(F)cc1
    6 | -1 | -13
#109 CCn1cc(C(=O)O)c(=O)c2cnc(N3CCN(C(=S)Nc4ccccc4)CC3)nc21
    7 | -13 | -101
#110 Cc1cc(S(=O)(=O)Cc2noc(-c3c(C)noc3C)n2)c(C)cc1Cl
    5 | 7 | 9
#111 CC1CCc2c(cnc3ncnn23)C1 (centres undefined)
    11 | 11 | 1

Assay outcomes deposited in PubChem BioAssay by several laboratories.

A portion of the library (hit frequency here may not be typical).
